Source: PubChem
Lipid storage S3: qHTS Assay for Lipid Storage Modulators in Drosophila S3 Cells | Drosophila S3 cells, BODIPY lipid droplet fluorescence, 18-24 h; cells fed with added oleic acid | lipid storage change, negative = inhibition, % at the top dose, mostly 46.1 µM; hits show Potency in µM | 320,000 tested, 0.64% active; active means well fitted inhibition curve with a large enough effect in the signal ratio, with a control signal flat, not every such curve was filed as active; inconclusive means small, poorly fitted or top-dose-only effect, or effect the other way, or a change in a side signal; the % refers to the signal ratio
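Laser-scanning cytometry quantifies lipid droplet accumulation (500–530 nm total intensity; droplet/cell object ratio) in oleic acid-fed (400 uM added) Drosophila S3 cells treated with a concentration series. 20 uM Triacsin C defined 100% inhibition.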
Lipid storage S3 cell count max: second read-out of Lipid storage S3, no call of its own (marks repeat the call); cell number change, %; measured here: cell count max response;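 cells counted by Cell Tracker Red CMTPX staining in the red channel; peak over a dose series mostly up to 46.1 µM; percent activity relative to internal control wells on each plate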
* = called active by the depositor; i = inactive; ? = inconclusive; nt = not tested or not shown. On the % scale 0 is the no-effect control and ±100 the full control effect; potency means the concentration at half of the fitted maximal effect. An excerpt; rates above refer to the full screens.

Structure | Lipid storage S3 | Lipid storage S3 cell count max
Cc1ccc(C(=O)N2CCN(C(=O)c3ccco3)CC2)cc1NC(=O)c1ccco1 | 15.3% | 2.6
CC(=O)Nc1cccc(NC(=S)Nc2cccc3ccccc23)c1 | ? | nt
Cc1cc([N+](=O)[O-])nn1CC(=O)Nc1ccc(F)cc1 | ? | nt
C=CCOc1cccc(C2NC(=O)c3ccccc3O2)c1 (configuration not stated) | 14.8% | -2.7
CCCCNC(=O)/C=C/c1cccs1 | ? | nt
O=C1CS/C(=N/N=C2CCCC2)N1 | -1.5% | 1.7
Cc1cc(NC(=O)COc2cccc(C)c2C)no1 | ? | nt
CCOC(=O)c1c(S(=O)(=O)NCC(=O)N2CCN(c3ccc(OC)cc3)CC2)c(C)n(C)c1C | -2.3% | nt
CCOc1ccc(-n2c(SCC(N)=O)nnc2-c2cccnc2)cc1 | -15.5% | -15.1
COc1ccccc1NC(=O)C1=C(C)Nc2ncnn2C1c1ccccc1C (configuration not stated) | -7.4% | -19.2
O=C(CCN1N=C(c2ccccc2)CCC1=O)NC1CCCC1 | -17.9% | -17.9
COCCn1c(Cc2ccccc2)nnc1SCC(=O)NC(C)(C)C | ? | nt
Cc1ccc(CS(=O)(=O)CCC(=O)NCc2ccccc2Cl)cc1 | ? | nt
O=Cc1ccc(-c2ccc([N+](=O)[O-])cc2Cl)o1 | ? | nt
COc1ccc(-c2sc3ccc(OC)cc3c2-c2ccc(OC)c(F)c2)cc1 | 13.8% | 10.3
O=C(O)CN1CCOCCOCCN(CC(=O)O)CCOCCOCC1 | ? | nt
COc1ccc(OC)c(C2c3[nH]c4ccccc4c3C[C@H]3C(=O)N(CCCOC(C)C)CC(=O)N23)c1 (some centres not stated) | 8.3% | 0.6
Cc1ccc(NC(=O)N(CCCN2CCOCC2)Cc2cc3cc4c(cc3[nH]c2=O)OCO4)cc1 | -6.1% | -19.3
Cc1ccc(-n2c(SCC(=O)Nc3cc(C)on3)nc3c(c2=O)SC(C)C3)cc1 (configuration not stated) | ? | nt
CCCC(CCC(=O)OC)(C(=O)OCC)c1csc(N)n1 (configuration not stated) | ? | nt
CCOC(=O)CSc1nnc(CNc2ccc(F)cc2)o1 | ? | nt
O=C1N/C(=N/S(=O)(=O)c2ccccc2)S/C1=C/c1cccnc1 | -1.1% | -7.9
COC(=O)c1cnc(Oc2c(Cl)cc(N)cc2Cl)cc1C(F)(F)F | ? | nt
COc1ccc(OC)c(-c2csc(NC(=O)C3=NNC(=O)CC3)n2)c1 | i | nt
Cc1cc2nc[nH]c2cc1[N+](=O)[O-] | -12.5% | 1.8
COc1cc(Cn2ccnc2)c(OC)cc1Cn1ccnc1 | ? | nt
CCOC(=O)c1ccccc1NC(=O)Cn1cnc2c(cnn2-c2ccccc2)c1=O | ? | nt
CCOc1ccc(N2C(=O)C(=O)/C(=C(/O)c3ccccc3)C2c2ccccc2[N+](=O)[O-])cc1 (configuration not stated) | 2.6% | 18.2
Cc1cc(C)nc(NC(=O)c2cccc([N+](=O)[O-])c2)c1 | 24.6% | nt
COc1cccc(OC)c1Nc1nc(C)nc2c1nnn2Cc1ccccc1Cl | -9.1% | 8.6
Cc1cccc(N2CCN(C(=O)CCn3c(=O)[nH]c4ccsc4c3=O)CC2C)c1 (configuration not stated) | ? | nt
N#Cc1ccc(Nc2ccccc2)c(N)c1 | 3.6% | -18.6
O=C(CNC(=O)c1ccc(Br)o1)NCc1ccc(F)cc1 | ? | nt
COc1cc(NC(=O)CCc2ccccc2)c(C(=O)O)cc1OC | ? | nt
CCOc1cc(C2NC(=O)c3ccccc3O2)ccc1OC(C)C (configuration not stated) | ? | nt
CC(C)(C)c1ccc(/C=C2\Oc3c(ccc(O)c3CN3CCN(CCO)CC3)C2=O)cc1 | -0.3% | 1.2
CCOc1cccc(CNCCO)c1OCc1ccc(Cl)cc1Cl | -14.6% | -9.7
CCN1C(=NCC(C)C)N[C@@H](CCc2ccccc2)[C@H](C(=O)NCC(C)C)[C@H]1C | ? | 14.2
CCN(CC)S(=O)(=O)c1cccc(C(=O)N/N=C2\CC(=O)CC(C)(C)C2)c1 | 3.0% | -2.0
Cc1ccc(-c2cc(C(=O)NCC3CCCO3)c3ccccc3n2)cc1C (configuration not stated) | ? | nt
COc1ccccc1N1CCN(C(=O)c2oc3c(c2C)C(=O)CC(C)(C)C3)CC1 | ? | nt
CC(C)(CN1CCN(Cc2ccccc2)CC1)NS(=O)(=O)c1ccccc1 | ? | nt
COc1ccc(OCc2cc(C(=O)N(C)CC3CCCCO3)no2)c(Cl)c1 (configuration not stated) | i | -18.3
O=C(CSc1ncn[nH]1)Nc1ccc(S(=O)(=O)N2CCCC2)cc1 | ? | nt
C=C(C)CNC(=S)NNC(=O)CCn1c2cc(Cl)ccc2c2ccc(Cl)cc21 | -2.3% | 11.1
CCOC(=O)c1c(NC(=O)CNCC(O)CO)sc(C)c1C (configuration not stated) | ? | nt
COc1ccc(OC)c(NC(=O)CN(c2ccc(C)cc2)S(=O)(=O)c2c(C)noc2C)c1 | 15.0% | -7.6
O=C(O/N=C\c1ccc(N2CCCCC2)c([N+](=O)[O-])c1)c1c(F)cccc1F | -6.5% | -10.1

Whole records from above. Values in the order: Lipid storage S3, Lipid storage S3 cell count max
Results for O=C(CSc1ncn[nH]1)Nc1ccc(S(=O)(=O)N2CCCC2)cc1 → ?, nt
Results for CC(C)(CN1CCN(Cc2ccccc2)CC1)NS(=O)(=O)c1ccccc1 → ?, nt
Results for COc1ccccc1N1CCN(C(=O)c2oc3c(c2C)C(=O)CC(C)(C)C3)CC1 → ?, nt
Results for COc1ccc(OCc2cc(C(=O)N(C)CC3CCCCO3)no2)c(Cl)c1 (configuration not stated) → i, -18.3

Other entries.
Structure | Lipid storage S3 | Lipid storage S3 cell count max
CCCS(=O)(=O)c1cnc(C2COc3ccccc3O2)nc1N (configuration not stated) | ? | nt
Cc1cccc2sc(N(CCCN(C)C)C(=O)c3sc4ccccc4c3Cl)nc12 | 22.3% | -3.3
CC(=O)c1sc(NCc2ccc(C)cc2)nc1C | ? | nt
COc1ccc(CN2CCC(c3nc4ccc(Cl)cc4[nH]3)CC2)cc1 | ? | nt
CSc1nc2c(c(=O)[nH]1)C(c1ccc(Br)cc1)CC(=O)N2 (configuration not stated) | ? | nt
NC(=O)c1ccc(NC(=O)COC(=O)/C=C/c2cn(-c3ccccc3)nc2-c2cccnc2)cc1 | ? | nt
CCN1CCN(C(=O)Nc2ccc(Cc3ccc(NC(=O)N4CCN(CC)CC4)cc3)cc2)CC1 | ? | nt
Cc1ccc(CC(=O)N2CCN(c3ccc([N+](=O)[O-])cc3)CC2)cc1 | 7.31µM* | 10.2*
CC(C)N(NC(=O)c1cccc2ccccc12)C(C)C | ? | nt
CN(C)c1ccc(C=NCC2(O)CCOC(C)(C)C2)cc1 (configuration not stated) | i | nt
Cc1cccc(NC(=O)c2cc(-c3c(C)cc(C)cc3O)n[nH]2)c1 | ? | nt
CC(=O)Nc1ccc(NC(=O)CSc2nnnn2-c2ccccc2F)cc1 | -23.8% | -6.0
CCN(CC)S(=O)(=O)c1cc(OC)c(Cl)cc1OC | 21.7% | 14.5
O=C(CCc1ccc(S(=O)(=O)NC2CCCCC2)cc1)Nc1ccccc1 | ? | nt
CC(C)N1C(=O)C2C(C(=O)NC3CCCCC3)C3C=CC2(O3)C1C(=O)NC1CCCCC1 (configuration not stated) | ? | nt
COc1ccc(-c2nnc(SCC(C)C)o2)cc1 | ? | nt
CC1(C)CC2(CCO1)OC(=O)CC2C(=O)NCc1ccccc1 (configuration not stated) | ? | nt
C=CCOc1nc2c(c(=O)n(C)c(=O)n2C)n1Cc1ccccc1Cl | ? | nt
CCCCCCCCCCCCCCCC(=O)OC[C@H](COP(=O)([O-])OCC[N+](C)(C)C)OC(=O)CCCCCCCCCCCCCCC | -7.3% | -10.9
CCC(CC)N1CCN(C(=O)c2cccc(Cl)c2)CC1 | 6.7% | 10.4
CCOc1ccc(C(=O)Nc2ncn[nH]2)cc1 | ? | nt
c1ccc(-c2c[nH]c3[n+]2CCCCC3)cc1 | ? | nt
O=C(Nc1ccc2nc3n(c(=O)c2c1)CCCCC3)C(=O)N1CCN(c2ccccc2F)CC1 | ? | nt
Cc1ccc(S(=O)(=O)CCC(=O)OC(C)C(=O)Nc2ccc(N3CCOCC3)cc2)cc1 (configuration not stated) | 10.6% | -1.3
CSc1cccc(NS(=O)(=O)c2ccc(C(C)=O)cc2)c1 | ? | nt
Cc1ccc(S(=O)(=O)N2CCN(C(=O)c3c(-c4ccccc4)noc3C)CC2)cc1C | ? | nt
COc1c2ccoc2c(OCC=C(C)C)c2oc(=O)ccc12 | ? | nt
CCN(CC)S(=O)(=O)c1ccc(N2CCOCC2)c(NC(=O)c2cc3ccccc3oc2=O)c1 | ? | nt
CC(NC(=O)c1ccc(CS(=O)(=O)c2ccc(Cl)cc2)o1)c1ccc2c(c1)OCCO2 (configuration not stated) | ? | nt
COc1cc(OC)cc(C(=O)N[C@H](C(=O)Nc2ccc(F)cc2F)C(C)C)c1 | ? | nt
O=C(CSc1nnc(CNC(=O)c2ccccc2F)o1)NCCc1ccccc1 | i | 1.8
O=C(COC(=O)c1ccc2ccccc2n1)NCc1ccccc1 | i | nt
CC(=O)Nc1cccc(NC(C)=C(C#N)C#N)c1 | -2.3% | -6.4
Cc1cc(/C=C(\C#N)C(=O)O)c(C)n1CCC(C)C | ? | nt
O=C(NCC(=O)N(Cc1ccccc1)C(C(=O)NC1CCCC1)c1cccnc1)c1ccco1 (configuration not stated) | 8.0% | -1.6
N/C(=N\OC(=O)c1ccc(Br)cc1)c1ccncc1 | ? | nt
COCc1nnc(NC(=O)C(C)C)s1 | 8.9% | 4.4
CCCn1nnnc1NCc1c(F)cccc1Cl | -3.6% | -2.6
CCN(CC)Cc1c(C(=O)OC)nnn1-c1nonc1N | ? | nt
COc1ccc2[nH]c(C)c(-c3csc(N)n3)c2c1 | i | -14.5
CCC(c1nnnn1C(C)(C)CC)N(CCCO)Cc1cc2cc(C)cc(C)c2[nH]c1=O (configuration not stated) | ? | nt
O=C(Cn1ncc2c(=O)oc3ccccc3c21)N1CCCN(Cc2ccccc2F)C1 | ? | nt
CCCCNC(=O)CSc1nc2ccccc2n1S(=O)(=O)c1ccc(Br)cc1 | 5.3% | -1.5
COCCNC(=O)C1CCC(CNS(=O)(=O)c2ccc3c(c2)CC(C)N3C(=O)C2CC2)CC1 (configuration not stated) | 23.2% | -11.4
C=C(C)Cc1c(C)c(C#N)c2nc3ccccc3n2c1NCCCN(C)C | -3.7% | 4.2
Cc1ccc(NC(=O)CCNC(=O)c2ccc([N+](=O)[O-])cc2)cc1C | 9.0% | 15.2
CC(=O)c1cc(F)c(N2CCN(C(=O)Cc3ccccc3)CC2)cc1C | ? | nt
COc1ccc(OC)c(/C=N/NC(=O)c2ccc(N(C)S(=O)(=O)c3ccccc3)cc2)c1 | -1.9% | 24.3
CC(C)(C)NC(=O)C(c1ccc(F)cc1)N(Cc1ccccc1Cl)C(=O)c1ccn[nH]1 (configuration not stated) | ? | nt
CN(C(=O)COC(=O)c1cc(-c2ccco2)nc2ccccc12)C1CCS(=O)(=O)C1 (configuration not stated) | 26.0% | 0.2
CCc1ccc(NC(=O)C(=S)NC2CCCCC2)cc1 | 0.1% | 1.9
CC(Oc1cc2oc(=O)c3c(c2cc1Cl)CCC3)C(=O)NCCCN1CCOCC1 (configuration not stated) | i | 14.5
O=C(NCc1ccco1)C1CCCN1S(=O)(=O)c1ccccc1C(F)(F)F (configuration not stated) | ? | nt
O=C(Nc1ccc2c(c1)Cc1ccccc1-2)c1ccco1 | ? | nt
O=C(COC(=O)C1CC(=O)N(c2ccccc2)C1)c1ccccc1 (configuration not stated) | ? | nt
CCOC(=O)C1(CCCc2ccccc2)CCN(C(=O)C2CCCO2)CC1 (configuration not stated) | -14.0% | 8.1

Next entries:
Structure | Lipid storage S3 | Lipid storage S3 cell count max
O=C(CSCc1ccccc1)Nc1ccc(S(=O)(=O)Nc2ncccn2)cc1 | ? | nt
COc1ccc(CNC(=S)Nc2cc(C)ccc2C)cc1 | ? | nt
Cc1nc(-c2ccc(Cl)cc2)sc1C(=O)NN | ? | nt
COc1cc(NC(C)=O)ccc1NC(=O)c1cc2ccccc2o1 | 1.2% | 11.3
COc1cc2c(cc1OC)C(c1ccc(Cl)cc1)CC(=O)N2 (configuration not stated) | ? | nt
CCCCC(CC)CN1C(=O)/C(=C/c2ccncc2)SC1=S (configuration not stated) | i | 9.2
O=C(CSc1nnc(CNC(=O)c2cccs2)o1)Nc1ccc(Cl)cc1 | i | -10.5
CCc1ccc(C(=O)CN2CCSC2=N)cc1 | 20.3% | nt
Cc1nn(C)c(=O)n1-c1ccccc1 | ? | nt
CCC(c1nnnn1Cc1cccs1)N1CCN(c2nc3ccccc3s2)CC1 (configuration not stated) | ? | nt
Cc1ccc(Nc2ncc3c(n2)CC(c2ccco2)CC3=O)c(C)c1 (configuration not stated) | -11.7% | 1.4
O=C(CN1CCN(C(=O)c2cccc(F)c2)CC1)Nc1ccccc1F | 16.9% | 2.3
Cc1nn(C(=O)CCCC(=O)NCc2ccccc2)c2ccccc12 | ? | nt
CCc1ccc(CNC(=O)CCc2cn(C)c3ccccc23)cc1 | ? | nt
O=C(N/N=C1\C2CN3CCN(C2)CC1(c1ccccc1)C3)Nc1ccccc1 | ? | nt
O=C1C2C3C=CC(O3)C2C(=O)N1CC(O)c1ccccc1 (configuration not stated) | -23.1% | -3.7
